High-throughput results deposited in PubChem BioAssay by several laboratories.
PolyA inhibitor: yeast polyadenylation inhibition | 0.02% of 300,000 active | S. cerevisiae SKY197-pL101 polyadenylation reporter, beta-gal luminescence; efflux-impaired pdr1/pdr3 knockout yeast; score 100 = 6 SD above DMSO | calls only at 12 µM;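 active = lowest replicate activity score at least 50, where 100 means six control SD above control mean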;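 note: yeast exposed to compound for 9 h at 30 °C; higher score means more reporter readthrough which indicates perturbed polyadenylation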
DYRK1A inh: Dyrk1A (rat) kinase inhibition; ADP-Glo luminescence, NFATc1 peptide; 0.43% of 310,000 active; inhibition, % at 12.5 µM; in the data active = inhibition above about 50%;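 note: plate controls were vehicle with enzyme for no effect and no enzyme for full effect; many of its hits are not listed in these tables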
GSK3A inh: blocks human GSK-3 alpha kinase. P49840. ADP-Glo luminescence, 60 min. inhibition, % at 10 µM. 0.1% of 320,000 active;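 in the data active = inhibition above about 50%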;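 note: GST-tagged GSK-3 alpha with peptide substrate and 25 µM ATP; 0% = DMSO neutral wells and 100% = GW8510 positive control wells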
AI-2 QS mod: Vibrio harveyi AI-2 quorum sensing modulation | Vibrio harveyi JMH597 AI-2 luminescence/OD600 ratio, 9 h; stronger effect = lower value; strain lacks LuxN and CqsS sensors; 0 = neutral-control median | activity change, % at 7.5 µM | 0.4% of 300,000 active | AID 2094; in the data active = activity change below about -75%, passing the limit was not always enough;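 note: luminescence divided by OD600 gain over 9 h not by final OD600 alone; inactives centre near 13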
GSK3beta inhib: human GSK3beta kinase inhibition; P49841; 0.038% of 300,000 active; GST-GSK3beta kinase, ADP-Glo luminescence, 60 min; stronger effect = lower value; AID 2097; activity score (negative = inhibition), % at 10 µM;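 active = more than half of replicate wells score below -50%, meaning over 50% inhibition versus plate controls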;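 note: 0% = median DMSO wells and -100% = median GW8510 positive control wells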
Target sequence (P49841 whole entry, looked up): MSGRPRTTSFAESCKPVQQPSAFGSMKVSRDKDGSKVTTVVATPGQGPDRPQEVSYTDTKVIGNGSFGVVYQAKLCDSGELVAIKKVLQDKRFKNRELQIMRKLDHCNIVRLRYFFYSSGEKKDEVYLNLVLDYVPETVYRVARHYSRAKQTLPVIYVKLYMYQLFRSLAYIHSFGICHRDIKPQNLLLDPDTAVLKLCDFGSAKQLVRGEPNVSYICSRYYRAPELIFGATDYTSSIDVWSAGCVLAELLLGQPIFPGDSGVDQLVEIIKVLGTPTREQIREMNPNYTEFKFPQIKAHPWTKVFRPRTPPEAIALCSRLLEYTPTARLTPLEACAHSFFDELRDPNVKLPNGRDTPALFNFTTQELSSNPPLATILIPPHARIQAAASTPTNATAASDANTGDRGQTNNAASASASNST
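Assay system: GST-tagged human GSK3beta kinase, cell-free; Input: 1.6 ng GSK3beta; Medium: Tris/MgCl2 kinase buffer; Timing: 60 min enzyme reaction, room temperature; Signal: ADP-Glo luminescence quantifying ADP generated by kinase; Evaluation: score relative to plate controls; Benchmarks: DMSO neutral wells and GW8510 at 20 µM as positive.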
HSF1 inh: HSF1 inhibition; NIH3T3-HGL HSE-luciferase, MG132-induced, luminescence 8 h; stronger effect = lower value; activity change, negative = inhibition, % at 7.5 µM (by protocol); 0.77% of 300,000 active;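 active = more than half of replicate wells show activity change below -50%, luminescence cut by over half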;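 note: luciferase reports HSF-1 transcriptional activity via heat shock element; 0% = median of DMSO wells and -100% = zero luminescence signal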
HDAC3 inh: human HDAC3 inhibition. O15379. recombinant HDAC3, fluorogenic peptide/trypsin coupled, fluorescence. inhibition, % at 8.3 µM. 0.15% of 320,000 active; in the data active = inhibition above about 26%, passing the limit was not always enough
Target sequence (O15379 whole entry, looked up): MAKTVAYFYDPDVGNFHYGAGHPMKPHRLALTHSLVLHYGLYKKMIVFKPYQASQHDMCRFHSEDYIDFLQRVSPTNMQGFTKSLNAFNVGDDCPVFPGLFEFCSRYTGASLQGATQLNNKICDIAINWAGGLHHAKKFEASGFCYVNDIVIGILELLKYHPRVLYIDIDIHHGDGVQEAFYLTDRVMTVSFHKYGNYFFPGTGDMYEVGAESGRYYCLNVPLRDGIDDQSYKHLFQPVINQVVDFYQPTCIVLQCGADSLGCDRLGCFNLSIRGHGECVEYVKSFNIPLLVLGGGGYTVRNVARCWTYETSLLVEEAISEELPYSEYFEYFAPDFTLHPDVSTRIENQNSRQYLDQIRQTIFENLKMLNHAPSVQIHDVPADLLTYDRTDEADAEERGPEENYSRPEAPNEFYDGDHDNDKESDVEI
Platelet DG rel: modulates dense granule release in human platelets; human platelet-rich plasma, SFLLRN dense granule ATP release, luminescence; inhibition, %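 (compounds screened at 7.5 µM in platelet-rich plasma)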; 0.22% of 300,000 active; AID 1663;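 active = mean replicate score, as percent of positive control, at or above 50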
HSF-1 act: increases HSF-1 driven luciferase reporter signal; NIH3T3-HGL HSF-1 luciferase reporter, MG132, 8 h; 100% = twice DMSO control signal; activation, % at 9 µM; 1.7% of 300,000 active; AID 504408;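 active = mean replicate activation of at least 50% with a set share of replicates each reaching 50%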;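 note: 0% = median of the neutral control wells and 100% = twice that signal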
HSP90 refold inh: blocks HSP90-mediated luciferase refolding in reticulocyte lysate; Rabbit reticulocyte lysate, luciferase refolding luminescence, 3 h; inhibition, % at 5.6 µM; 0.91% of 290,000 active; AID 1789;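 active = inhibition above the screen-wide mean plus 3 SD, computed separately per campaign, cut at about 16% in these data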;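 note: 0% = DMSO wells and 100% = 60 µM geldanamycin wells; inhibitors lower the luminescence because luciferase stays unfolded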
An asterisk follows results filed as active. Only part of the results is shown; count on the stated rates, not on these rows.

Start of the listing, in advance:
`Cc1cc(C(F)(F)F)nn1CC(=O)Nc1ccc2c(c1)OCO2` gave PolyA inhibitor inactive, DYRK1A inh -0.6, GSK3A inh 1.4, AI-2 QS mod 9.5, GSK3beta inhib 1.4, HSF1 inh -7.0, HDAC3 inh 10.1, Platelet DG rel -6.5, HSF-1 act -25.4 and HSP90 refold inh -2.8.
Cc1ccc(S(=O)(=O)C(C)C(=O)NCCS(=O)(=O)c2ccc(Cl)cc2)cc1 (stereo not given) was read as PolyA inhibitor inactive, DYRK1A inh 0.3, GSK3A inh 2.1, AI-2 QS mod 4.7, GSK3beta inhib -0.3, HSF1 inh -0.6, HDAC3 inh 5.4, Platelet DG rel 0.9, HSF-1 act 6.5 and HSP90 refold inh 0.0.

Results, from the start:
`Cc1cc(C(F)(F)F)nn1CC(=O)Nc1ccc2c(c1)OCO2` gave PolyA inhibitor inactive, DYRK1A inh -0.6, GSK3A inh 1.4, AI-2 QS mod 9.5, GSK3beta inhib 1.4, HSF1 inh -7.0, HDAC3 inh 10.1, Platelet DG rel -6.5, HSF-1 act -25.4 and HSP90 refold inh -2.8.
Cc1ccc(S(=O)(=O)C(C)C(=O)NCCS(=O)(=O)c2ccc(Cl)cc2)cc1 (stereo not given) was read as PolyA inhibitor inactive, DYRK1A inh 0.3, GSK3A inh 2.1, AI-2 QS mod 4.7, GSK3beta inhib -0.3, HSF1 inh -0.6, HDAC3 inh 5.4, Platelet DG rel 0.9, HSF-1 act 6.5 and HSP90 refold inh 0.0.
O=C(O)CCC(=O)NNC(=O)c1cccc(Br)c1 was read as PolyA inhibitor inactive, DYRK1A inh -2.5, GSK3A inh -1.9, AI-2 QS mod -2.7, GSK3beta inhib 16.2, HSF1 inh 11.3, HDAC3 inh -4.6, Platelet DG rel 19.0, HSF-1 act 34.0 and HSP90 refold inh -2.0.
COC(=O)c1nn(-c2ccccc2)nc1-c1nn(-c2ccccc2)nc1C(=O)OC was read as PolyA inhibitor inactive, DYRK1A inh -0.4, GSK3A inh 7.9, AI-2 QS mod 43.1, GSK3beta inhib 1.8, HSF1 inh 5.4, HDAC3 inh -3.4, Platelet DG rel 0.4, HSF-1 act 5.4 and HSP90 refold inh -7.0.
For Cc1ccc(CNC(=S)Nc2ccc(C)c([N+](=O)[O-])c2)cc1 the results were PolyA inhibitor inactive, DYRK1A inh -0.2, GSK3A inh -1.9, AI-2 QS mod -47.6, GSK3beta inhib -1.7, HSF1 inh 20.0, HDAC3 inh 4.0, Platelet DG rel -0.2, HSF-1 act 15.6 and HSP90 refold inh 2.7.
`Cc1sc(NC(=O)C2CC=CCC2C(=O)O)c(C(=O)OC(C)C)c1C` (stereo not given) gave PolyA inhibitor inactive, DYRK1A inh -5.8, GSK3A inh -3.2, AI-2 QS mod 24.7, GSK3beta inhib 2.2, HSF1 inh -1.8, HDAC3 inh -4.4, Platelet DG rel -2.8, HSF-1 act 1.5 and HSP90 refold inh -3.3.
For Cc1cc(C)n2cc(CSCC(=O)O)nc2n1 the results were PolyA inhibitor inactive, DYRK1A inh 1.7, GSK3A inh 0.0, AI-2 QS mod 8.0, GSK3beta inhib -0.8, HSF1 inh 6.5, HDAC3 inh -55.6, Platelet DG rel -3.1, HSF-1 act -18.6 and HSP90 refold inh 1.7.
`COc1cc(/C=C2/SC(=S)N(Cc3ccccc3)C2=O)cc(Cl)c1O` gave PolyA inhibitor inactive, DYRK1A inh 8.4, GSK3A inh 4.8, AI-2 QS mod 9.7, GSK3beta inhib -1.6, HSF1 inh 5.6, HDAC3 inh 4.3, Platelet DG rel 6.8, HSF-1 act -6.4 and HSP90 refold inh -3.7.
`CN1CCN(C(CNC(=O)C(=O)NC2CCCCC2)c2ccc(F)cc2)CC1` (stereo not given) gave PolyA inhibitor inactive, DYRK1A inh -2.9, GSK3A inh -2.2, AI-2 QS mod 13.7, GSK3beta inhib 3.6, HSF1 inh 0.7, HDAC3 inh -2.4, Platelet DG rel 5.4 and HSF-1 act -6.3.
Screening COc1cccc(NC(=O)C(Cc2ccccc2)NC(=O)C2CCC(C)CC2)c1 (stereo not given) returned PolyA inhibitor inactive, DYRK1A inh 0.4, GSK3A inh 0.0, AI-2 QS mod 24.0, GSK3beta inhib -2.2, HSF1 inh 6.9, HDAC3 inh -2.3, Platelet DG rel -24.9, HSF-1 act -3.8 and HSP90 refold inh -0.3.
COc1ccc(NC(=O)CSc2nc(C3CC3)nc3ccccc23)cc1 was read as PolyA inhibitor inactive, DYRK1A inh -7.5, GSK3A inh -4.3, AI-2 QS mod 17.3, GSK3beta inhib 3.0, HSF1 inh 9.2, HDAC3 inh -1.7, Platelet DG rel 0.9, HSF-1 act 6.1 and HSP90 refold inh 3.9.
For CCCCc1nc(Cl)c(C#N)c2c1CSC(C)(C)C2 the results were PolyA inhibitor inactive, DYRK1A inh -1.7, GSK3A inh -1.1, AI-2 QS mod 11.5, GSK3beta inhib -1.9, HSF1 inh 2.7, HDAC3 inh 0.3, Platelet DG rel 2.0, HSF-1 act 3.2 and HSP90 refold inh 2.3.
CCCc1[nH]nc2c1C(c1cccc(OC)c1)C(C#N)=C(N)O2 (stereo not given) was read as PolyA inhibitor inactive, DYRK1A inh 5.8, GSK3A inh 12.4, AI-2 QS mod 10.9, GSK3beta inhib -0.1, HSF1 inh -6.7, HDAC3 inh 0.3, Platelet DG rel 1.7, HSF-1 act 6.9 and HSP90 refold inh -5.1.
`COc1ccc(N2C(=O)NC3CC2(C)Oc2ccccc23)cc1OC` (stereo not given) gave PolyA inhibitor inactive, DYRK1A inh -3.5, GSK3A inh 0.1, AI-2 QS mod 33.6, GSK3beta inhib 1.5, HSF1 inh 16.0, HDAC3 inh 2.5, Platelet DG rel -3.3, HSF-1 act 34.7 and HSP90 refold inh -2.9.
For CCCCCOP(=O)(c1ccccc1)c1ccccc1 the results were PolyA inhibitor inactive, DYRK1A inh -2.2, GSK3A inh -2.5, AI-2 QS mod 10.3, GSK3beta inhib 1.9, HSF1 inh 4.1, HDAC3 inh -4.0, Platelet DG rel -5.3, HSF-1 act -0.3 and HSP90 refold inh -0.4.
Screening CC1=C(C(=O)OCc2ccccc2)C(c2cccc(Br)c2)NC(=O)N1 (stereo not given) returned PolyA inhibitor inactive, DYRK1A inh -7.0, GSK3A inh 6.9, AI-2 QS mod 5.9, GSK3beta inhib -3.0, HSF1 inh -5.8, HDAC3 inh 5.8, Platelet DG rel -6.6, HSF-1 act -3.9 and HSP90 refold inh 1.2.
For Cc1noc(C)c1S(=O)(=O)N1CCCC(C(=O)N2CCc3ccccc3C2)C1 (stereo not given) the results were PolyA inhibitor inactive, DYRK1A inh 2.3, GSK3A inh -0.2, AI-2 QS mod 10.6, GSK3beta inhib 3.3, HSF1 inh 6.4, HDAC3 inh 0.6, Platelet DG rel 2.1, HSF-1 act -6.2 and HSP90 refold inh 0.0.
COc1ccc(-c2nc3ccccc3c(=O)[nH]2)cc1 was read as PolyA inhibitor inactive, DYRK1A inh -1.3, GSK3A inh -1.3, AI-2 QS mod 6.3, GSK3beta inhib 0.9, HSF1 inh 26.1, HDAC3 inh -1.9, Platelet DG rel 10.2, HSF-1 act 38.6 and HSP90 refold inh 2.6.
For CCCCNC(=O)NC1CCCC1 the results were PolyA inhibitor inactive, DYRK1A inh -5.9, GSK3A inh 1.0, AI-2 QS mod 17.5, GSK3beta inhib 0.3, HSF1 inh -5.6, HDAC3 inh 0.6, Platelet DG rel -8.0, HSF-1 act -1.6 and HSP90 refold inh -3.0.
CCOc1ccccc1CNC(=O)Cn1nc(C)c2c(C)n(-c3ccc(C)cc3)nc2c1=O was read as PolyA inhibitor inactive, DYRK1A inh -3.6, GSK3A inh -0.9, AI-2 QS mod 58.5, GSK3beta inhib 3.4, HSF1 inh 3.8, HDAC3 inh -4.6, Platelet DG rel 1.9, HSF-1 act 19.6 and HSP90 refold inh -5.0.
For Cc1sc(NC(=S)NC(=O)c2cccs2)nc1-c1ccc(C(C)C)cc1 the results were DYRK1A inh -2.0, GSK3A inh -1.2, AI-2 QS mod 7.1, GSK3beta inhib 1.5, HSF1 inh -0.3, HDAC3 inh 5.0, Platelet DG rel 19.2, HSF-1 act 21.6 and HSP90 refold inh 3.8.
For CC1(c2ccccc2)CC(C)(C)N2C(=O)C(=O)c3cccc1c32 (stereo not given) the results were PolyA inhibitor inactive, GSK3A inh -0.8, AI-2 QS mod 18.1, GSK3beta inhib -0.7, HSF1 inh 5.7, HDAC3 inh 6.7, Platelet DG rel 2.4, HSF-1 act 6.1 and HSP90 refold inh 0.5.
`CCc1ccc2nc(N3CCN(C(=O)C(C)(C)C)CC3)sc2c1` gave PolyA inhibitor inactive, DYRK1A inh 7.3, GSK3A inh -4.7, AI-2 QS mod 16.4, GSK3beta inhib -1.5, HSF1 inh 9.4, HDAC3 inh 4.2, Platelet DG rel -4.7, HSF-1 act 11.1 and HSP90 refold inh -5.3.
Screening Cc1noc(C(F)(F)F)c1C(=O)NNC(=O)c1ccccc1 returned PolyA inhibitor inactive, DYRK1A inh -4.3, GSK3A inh -0.5, AI-2 QS mod 18.2, GSK3beta inhib -0.9, HSF1 inh 7.4, HDAC3 inh 5.6, Platelet DG rel -1.0, HSF-1 act 5.4 and HSP90 refold inh 0.1.
For COc1cccc(C2C(C(=O)OCc3ccccc3)=C(C)Nc3ncnn32)c1OC (stereo not given) the results were PolyA inhibitor inactive, DYRK1A inh -0.4, AI-2 QS mod 6.7, GSK3beta inhib 1.8, HSF1 inh -1.5, HDAC3 inh -6.4, Platelet DG rel 22.6, HSF-1 act 5.3 and HSP90 refold inh 0.1.
For CCOC(=O)C1=C(C)NC2=C(C1c1ccc([N+](=O)[O-])cc1)S(=O)(=O)c1ccccc12 (stereo not given) the results were PolyA inhibitor inactive, DYRK1A inh -2.6, GSK3A inh -4.2, AI-2 QS mod 1.8, GSK3beta inhib -1.7, HSF1 inh 4.3, HDAC3 inh 16.3, Platelet DG rel 7.3, HSF-1 act 14.2 and HSP90 refold inh 1.1.
For O=C(Nc1ccc(C2=NCCN2)cc1)c1ccc(C(=O)Nc2ccc(C3=NCCN3)cc2)c(Cl)c1 the results were PolyA inhibitor inactive, DYRK1A inh 0.3, GSK3A inh -1.0, AI-2 QS mod 28.9, GSK3beta inhib 4.2, HSF1 inh -3.1, HDAC3 inh -2.8, Platelet DG rel -11.3, HSF-1 act -10.1 and HSP90 refold inh -0.7.
Screening N#CC(C#N)=Cc1cn(-c2ncc(C(F)(F)F)cc2Cl)c2ccccc12 returned PolyA inhibitor inactive, DYRK1A inh -5.2, GSK3A inh -1.3, AI-2 QS mod 12.0, GSK3beta inhib -2.7, HSF1 inh 10.4, HDAC3 inh -1.3, Platelet DG rel 3.3, HSF-1 act 7.5 and HSP90 refold inh 0.9.
Screening O=S1(=O)CCO[C@H]2Cc3ccccc3[C@H]2N1Cc1ccccc1 returned PolyA inhibitor inactive, DYRK1A inh 2.2, GSK3A inh 3.6, AI-2 QS mod 3.0, GSK3beta inhib -1.4, HSF1 inh -7.4, HDAC3 inh -1.5, Platelet DG rel 6.4, HSF-1 act 4.1 and HSP90 refold inh -1.7.
